Source: PubChem BioAssay (several laboratories)
GC-A act – GC-A (human) enzyme activation. HEK293 GC-A cells, cGMP TR-FRET, EC30 ANP; 0% at EC30 ANP, 100% saturating ANP. activation, % at 10 µM. 370,000 tested, 0.14% active. AID 1671463; in the data active = activation above about 40%
hcDAF12 agonist – H. contortus DAF-12 activation, primary screen; HEK293 hcDAF-12 lit1-tk-luc reporter, luminescence; 0% DMSO, 100% Δ7-dafachronic acid; activation, % at 6.8 µM; 370,000 tested, 1.4% active; AID 652067;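 active = activation above the mean of all tested compounds plus 3 SD, cut at about 5.5% in these data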;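 note: 100% = response to 3 µM Δ7-dafachronic acid high control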
DAX1 inh-1 – inhibitors of human orphan nuclear receptor DAX1 (NR0B1). 340,000 tested, 0.99% active. AID 504766. inhibition, % at 6.75 µM. HEK293 Gal4-DAX1 luciferase reporter, luminescence. P51843;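 active = inhibition above the mean over all tested compounds plus 3 SD, cut at about 4.2% in these data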;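 note: 0% = DAX1-transfected cells with DMSO and 100% = empty-vector control cells with DMSO; inhibition shows as a rise in luminescence from relieved DAX1 repression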
Target sequence (P51843 207-470 limits assumed): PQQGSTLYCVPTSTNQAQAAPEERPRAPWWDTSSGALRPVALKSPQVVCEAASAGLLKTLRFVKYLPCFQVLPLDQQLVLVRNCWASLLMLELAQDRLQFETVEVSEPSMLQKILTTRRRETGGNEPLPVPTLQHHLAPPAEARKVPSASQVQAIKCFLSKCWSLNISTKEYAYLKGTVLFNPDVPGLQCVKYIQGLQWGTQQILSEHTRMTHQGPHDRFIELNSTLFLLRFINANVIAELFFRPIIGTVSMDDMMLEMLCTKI
HGIII-sPLA2 inh – Blocks human group III sPLA2 activity | QFRET BODIPY PC-A2 liposome hydrolysis, fluorescence | inhibition, % at 12.2 µM | Q9NZ20 | AID 743126 | 370,000 tested, 0.56% active;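 active = inhibition above mean plus 3 SD of compounds lying within the high and low control bounds, cut at about 19% in these data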;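 note: 0% = median of test compound wells and 100% = no enzyme DMSO wells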
Target sequence (Q9NZ20 whole entry, looked up): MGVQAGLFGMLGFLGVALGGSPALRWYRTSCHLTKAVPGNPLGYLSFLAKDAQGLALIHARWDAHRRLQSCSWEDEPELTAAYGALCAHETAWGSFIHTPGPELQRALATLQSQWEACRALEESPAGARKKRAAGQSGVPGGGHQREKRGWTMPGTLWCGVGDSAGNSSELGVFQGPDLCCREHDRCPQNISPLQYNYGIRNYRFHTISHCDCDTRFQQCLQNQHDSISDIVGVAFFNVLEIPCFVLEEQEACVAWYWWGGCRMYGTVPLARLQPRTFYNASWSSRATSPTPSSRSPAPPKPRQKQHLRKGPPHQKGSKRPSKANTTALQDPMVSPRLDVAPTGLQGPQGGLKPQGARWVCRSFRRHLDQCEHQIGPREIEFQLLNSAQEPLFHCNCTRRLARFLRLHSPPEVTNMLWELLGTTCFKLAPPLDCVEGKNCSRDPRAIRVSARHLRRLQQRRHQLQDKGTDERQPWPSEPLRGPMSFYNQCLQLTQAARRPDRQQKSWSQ
SMARCA2 activ – SMARCA2 function activation, primary screen | MG213 cells, MMTV-luciferase reporter, dexamethasone, overnight | activation, % at 9.1 µM | 370,000 tested, 1% active | AID 652017; in the data active = activation above about 7.8%;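 note: 0% = vehicle wells and 100% = reference activator wells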
DAX1 inh-2 – blocks DAX1 repression of SF-1 activated StAR promoter; HEK293T StAR-luciferase reporter, SF-1/DAX-1 repression relief; inhibition, % at 6.8 µM; 370,000 tested, 1.1% active; AID 652010;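 active = inhibition above the mean over all tested compounds plus 3 SD, cut at about 3.6% in these data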;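 note: 0% = DAX-1 cells with DMSO and 100% = cells lacking DAX-1 with DMSO; higher inhibition means more luminescence from relief of DAX-1 repression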
FXN GAA850 act – increases GAA850 frataxin promoter reporter activity | activation, % at 6 µM | 360,000 tested, 0.56% active | HEK293 lucGAA850 FXN promoter luciferase reporter, 24 h; percent of 10 µM SAHA response | AID 540364;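 active = activation above the average of all compounds screened plus 3 SD, cutoff fixed separately per campaign, cut at about 7.5% in these data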;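 note: 0% = DMSO wells and 100% = 10 µM SAHA wells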
NPR2 activator – GC-B (human) receptor activation; P20594; 370,000 tested, 0.11% active; AID 1920062; HEK293-GC-B cells, CNP EC30, cGMP TR-FRET; 0% at EC30 CNP, 100% saturating CNP; activation, % at 10 µM;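 active = activation at 10 µM reaching about 35% in either raw or pattern-adjusted values, limit read from the data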
ssDAF-12 act – activates DAF-12 receptor from parasite S. stercoralis | HEK293 ssDAF-12/GRIP1 lit1-tk-luc reporter, luminescence; % of 3 µM dafachronic acid response | activation, % at 6.8 µM | 370,000 tested, 1% active;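 active = activation above the mean over all tested compounds plus 3 SD, cut at about 0.9% in these data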;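 note: 0% = DMSO-only wells and 100% = 3 µM delta7-dafachronic acid wells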
KLK7 zymogen act – activates the human kallikrein-7 zymogen. P49862. 370,000 tested, 0.9% active. activation, % at 7 µM. purified proKLK7, EDANS-DABCYL substrate fluorescence; 100% is mature enzyme control, 0% vehicle;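 active = activation above the mean of all tested compounds plus 3 SD, computed per campaign excluding outliers beyond control limits, cut at about 13% in these data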
Target sequence (P49862 whole entry, looked up): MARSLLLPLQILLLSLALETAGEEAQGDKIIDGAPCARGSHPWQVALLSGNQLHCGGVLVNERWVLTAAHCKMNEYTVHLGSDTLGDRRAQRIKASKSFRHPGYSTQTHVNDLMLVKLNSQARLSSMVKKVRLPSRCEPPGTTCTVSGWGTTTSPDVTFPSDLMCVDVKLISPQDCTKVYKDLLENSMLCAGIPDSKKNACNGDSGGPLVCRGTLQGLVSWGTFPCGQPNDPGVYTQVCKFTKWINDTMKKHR
hgDAF12 agonist – agonists of H. glycines DAF-12 nuclear receptor; 370,000 tested, 1.8% active; activation, % at 6.8 µM; HEK293 GAL4-hgDAF12 UAS-luciferase reporter, agonist luminescence; normalized to butyrate control;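 active = activation above a cutoff set at the mean of all screened compounds plus 3 SD, cut at about 10% in these data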;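 note: 0% = DMSO wells and 100% = sodium butyrate wells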
* = called active by the depositor; . = no result given.

SMILES	GC-A act	hcDAF12 agonist	DAX1 inh-1	HGIII-sPLA2 inh	SMARCA2 activ	DAX1 inh-2	FXN GAA850 act	NPR2 activator	ssDAF-12 act	KLK7 zymogen act	hgDAF12 agonist
CCOC(=O)c1ccc(NC(=O)NC2CC3CCC(C2)N3Cc2nnnn2Cc2ccco2)cc1 (stereo not given)	2.4	-1.8	-0.8	-23.1	-6.1	-1.1	-0.5	5.7	-1.7	-0.3	-1.0
Cc1ccc(CN2C(=O)c3ccccc3NC2c2cc(Br)ccc2O)cc1 (stereo not given)	-7.6	1.2	1.8	-12.2	-3.9	0.3	-0.3	-4.8	-0.2	-5.9	-1.0
CCOC(=O)C1CCN(C(=O)c2cc3ccccc3oc2=O)CC1	1.4	-1.5	1.5	0.5	5.9	-0.7	2.9	7.5	-0.5	-0.1	0.0
Cc1ccc(O)c(-c2cc(C(F)(F)C(F)F)nc(-c3ccccc3)n2)c1	-3.0	1.1	-0.1	-1.5	1.0	0.0	0.8	-2.2	-0.9	-0.1	0.8
COc1ccc(CCNc2oc(Cc3cccc4ccccc34)nc2C#N)cc1OC	7.8	-3.8	-2.2	-44.7	-6.1	-1.0	1.8	11.5	-1.7	0.3	-3.2
C=CCC1(CC=C)CCCN1C(=O)CC1C(=O)NCCN1Cc1cc(OC)cc(OC)c1 (stereo not given)	-5.0	-1.2	-0.3	-7.6	-0.7	-0.2	-0.7	-2.2	-1.9	-0.2	1.0
CCCOc1ccccc1Nc1nnc(C)c(=O)[nH]1	0.1	-1.8	1.2	0.0	-3.6	-0.4	-3.7	6.5	-0.8	-0.7	1.5
CCN(CC)C(=O)Cn1cc(SCC(=O)NC)c2ccccc21	1.7	0.5	1.1	12.1	-2.0	-0.1	0.1	5.7	-1.4	0.4	-1.5
Cc1c(C(=O)N2CCOCC2)[nH]c2ccc(OCc3ccccc3)cc12	5.2	-0.8	0.0	-24.4	-2.8	-0.6	0.4	3.0	-1.7	1.1	0.2
CN1CCN(c2ncnc3scc(-c4ccccc4Cl)c23)CC1	-6.6	-1.4	-1.3	0.1	-4.7	0.0	-5.9	-0.4	-1.4	-0.5	3.3
CCCCCNC(=O)CN(c1ccc2c(c1)OCO2)S(C)(=O)=O	-4.4	0.0	1.4	9.9	-4.2	-0.1	-2.2	0.8	-0.8	-0.6	5.0
CC(=O)c1c(C)[nH]c(C(=O)Nc2cccc(S(=O)(=O)N(C)c3ccccc3)c2)c1C	8.9	-2.8	-1.0	-40.5	-3.1	-1.8	-1.6	4.0	-2.3	1.1	-5.7
CC(C)C(=O)NC(Nc1ccc(S(N)(=O)=O)cc1)C(Cl)(Cl)Cl (stereo not given)	5.0	-0.3	-0.3	0.7	-0.3	-0.1	-3.7	1.3	-0.8	-0.1	-1.5
Cc1nc2ccc(C(=O)N3c4ccccc4CC3C)cc2s1 (stereo not given)	-7.1	-0.7	1.9	3.7	1.8	0.2	1.5	2.3	-1.3	-0.3	-1.3
CC1Sc2ccc(S(=O)(=O)N3CCC(C(=O)N(C)Cc4ccccc4)CC3)cc2NC1=O (stereo not given)	-6.2	-3.4	-0.6	-42.4	-5.1	-5.6	-1.8	-5.2	-1.8	-0.4	-5.7
C=C(C)C1CC=C(C)/C(=N/NC(=O)c2ccc(NC(=O)c3cccc(C)c3)cc2)C1 (stereo not given)	-0.8	0.0	-0.3	12.9	0.7	-0.8	-0.3	-1.3	-1.1	0.4	1.8
Cc1ccccc1N=C1SCC(=O)N1Cc1ccccc1	2.2	-1.2	-1.1	-6.8	-2.6	-0.7	2.3	-2.4	-0.9	0.5	-0.4
CSc1ncc(C(=O)Nc2ccccc2Cl)c(C)n1	1.7	-1.5	1.0	-3.2	-1.0	-0.1	-0.5	7.5	-1.5	0.9	-3.2
CC(/C=C1\SC(=S)N(NC(=O)c2cccc(O)c2)C1=O)=C\c1ccccc1	4.7	-0.6	1.0	-31.4	-0.1	-0.1	-4.4	1.4	-0.8	0.3	1.2
CCOC(=O)N1CCN(C(=O)c2ccc(CS(=O)(=O)c3c(Cl)cccc3Cl)o2)CC1	4.7	-2.3	1.4	6.9	0.5	-1.3	1.5	-9.4	-1.2	-0.6	0.1
O=C(/C=C/c1cn(CC(O)CN2CCCCC2)c2ccccc12)c1cccs1 (stereo not given)	-15.3	0.8	-0.5	-10.2	-2.6	0.0	-2.5	-7.0	-1.2	-0.9	0.7
O=C(c1ccccc1)N1CCN(C(=O)c2nn3c(C(F)(F)F)cc(-c4ccccc4)nc3c2Br)CC1	11.3	0.9	-0.4	10.5	-4.1	-0.3	-0.1	10.8	-1.4	0.3	2.3
NC(=O)c1nsc(C(=O)N(c2ccc(F)cc2)C(C(=O)NC2CCCC2)c2ccncc2)c1N (stereo not given)	-11.7	-1.8	3.7	-0.8	-3.8	-0.1	1.0	-4.5	-1.1	2.4	4.1
COc1cccc(-n2nnc(S(=O)(=O)c3ccc(C)cc3)c2N)c1	2.6	-0.7	0.6	-2.7	-1.6	0.1	-0.9	1.5	-0.9	0.3	-0.9
CNC(=O)c1cc(C(=O)c2ccc(F)cc2C(F)(F)F)c[nH]1	5.7	-2.4	-0.3	2.3	-3.4	-0.7	-0.1	2.0	-1.4	0.0	-3.5

Looked up one by one from the entries so far (2):
SMILES	GC-A act	hcDAF12 agonist	DAX1 inh-1	HGIII-sPLA2 inh	SMARCA2 activ	DAX1 inh-2	FXN GAA850 act	NPR2 activator	ssDAF-12 act	KLK7 zymogen act	hgDAF12 agonist
CCN(CC)C(=O)Cn1cc(SCC(=O)NC)c2ccccc21	1.7	0.5	1.1	12.1	-2.0	-0.1	0.1	5.7	-1.4	0.4	-1.5
COc1cccc(-n2nnc(S(=O)(=O)c3ccc(C)cc3)c2N)c1	2.6	-0.7	0.6	-2.7	-1.6	0.1	-0.9	1.5	-0.9	0.3	-0.9

Additional entries:
SMILES	GC-A act	hcDAF12 agonist	DAX1 inh-1	HGIII-sPLA2 inh	SMARCA2 activ	DAX1 inh-2	FXN GAA850 act	NPR2 activator	ssDAF-12 act	KLK7 zymogen act	hgDAF12 agonist
O=C(CCCN1C(=O)S/C(=C\C=C\c2ccccc2)C1=O)Nc1ccc(O)cc1	-0.7	-2.4	-0.1	-24.7	-0.8	-0.7	-1.8	-1.2	-1.0	-1.1	2.1
COc1ccc(-c2nc(CS(=O)CC(=O)NC3CCC(C)CC3)c(C)o2)cc1OC (stereo not given)	-3.6	-0.1	0.7	-5.3	6.1	-0.1	4.2	-2.1	-0.7	1.0	4.3
Cc1ccc(-c2nnnn2CS(=O)(=O)c2ccccc2)cc1	3.0	0.2	0.2	2.3	5.8	0.1	1.7	2.5	-0.9	0.3	2.3
O=C(Nc1ccc(Cl)cn1)c1cccc(F)c1	6.3	3.5	-1.4	2.9	2.9	-0.3	-0.8	-4.8	-0.3	-0.2	17.2*
COc1cccc(CCNC(=O)CCCC(=O)c2ccccc2)c1	1.3	0.1	0.6	8.0	-3.4	0.2	-1.8	1.6	-0.8	0.3	-2.6
O=C(NCn1cnccc1=O)c1ccccc1	0.8	-1.2	-0.1	6.5	-1.3	0.3	1.2	4.7	-1.5	-0.4	-1.2
S=C(NCc1ccc(Cl)cc1)NC12CC3CC(CC(C3)C1)C2	-2.1	-1.0	-0.2	-8.8	-4.6	-1.2	7.1	-1.3	-1.0	-1.2	-0.7
Nc1ccc(-n2nnnc2CN2CCOCC2)cc1	-2.8	1.4	-0.7	13.4	-4.1	-0.2	1.0	3.2	-1.5	-0.8	0.8
CCc1nnc(NC(=O)Cn2c(=O)oc3ccccc32)s1	2.2	-0.9	-0.5	4.4	-1.9	-0.6	-0.1	5.4	-0.7	-0.4	2.2
Cc1ccc(C)c(NC(=O)CN2C(=O)c3ccccc3C2=O)c1	-2.0	0.4	.	6.7	-1.7	0.2	1.9	1.7	-0.6	0.0	-0.3
COc1ccccc1CCNC(=O)C(=O)NCC1OCCN1S(=O)(=O)c1ccc(C)cc1 (stereo not given)	-1.1	-1.1	-0.3	-8.2	-1.9	-2.6	0.3	4.2	-1.6	-0.1	-5.3
O=S(=O)(c1ccccc1)N(Cc1ccc(Cl)cc1)c1ccncc1	-6.2	-2.9	-0.6	2.8	-1.2	-0.2	0.4	-1.2	-1.9	-0.2	1.2
O=C(COC(=O)c1ccc(Br)o1)NCC(=O)Nc1ccc(F)cc1	-0.8	-2.2	-0.7	-2.0	-2.5	2.5	0.9	5.3	-1.0	-0.9	5.0
Cn1c(=O)c(=O)n(C)c2cc(S(=O)(=O)N3CCN(C4CCCCC4)CC3)ccc21	-0.6	-0.4	-0.6	7.7	-6.6	-0.4	0.0	-1.6	-1.9	-0.1	-1.8
CC(=O)N(C)c1cc([N+](=O)[O-])ccc1OCc1ccccc1	1.0	-0.5	2.2	13.0	-2.9	-0.7	-3.6	0.6	-1.0	-0.4	-1.9
N#C/C(=C\c1ccc[nH]1)C(=O)NCC1CCCO1 (stereo not given)	4.8	0.2	3.8	0.0	0.5	0.2	2.2	0.8	-0.6	-0.1	0.8
CCCCn1c(N)c(S(=O)(=O)c2ccc(C)cc2)c2nc3ccccc3nc21	4.6	0.0	0.6	-28.0	-0.8	-0.7	1.9	8.3	-1.8	-17.5	-2.4
O=C(CCc1nc2ccccc2c(=O)[nH]1)N1CCCc2ccccc21	-4.1	5.6*	0.5	-3.1	-0.2	1.9	-0.5	-4.3	1.3*	-1.2	2.4
C=CCn1c(NCc2ccc(OC)cc2)nc2ccccc21	2.0	-1.2	0.8	3.5	1.6	0.6	2.8	8.1	-0.6	0.4	5.1
O=C1CCC[C@H]2C[C@H](NCc3cccc(Cl)c3)CC[C@]23CCCN13	0.2	1.3	.	0.3	.	.	.	-2.5	-1.1	.	-1.2
CC(C)(C)NC(=O)CSc1nnc(-c2ccncc2)n1Cc1ccccc1	4.3	0.3	1.6	-6.6	2.3	0.5	1.0	7.7	-1.4	0.8	13.8*
Cc1noc(C)c1NC(=O)Nc1cccc2c1O[C@H](CN(C)S(C)(=O)=O)[C@@H](C)CN([C@H](C)CO)C2=O	1.6	0.0	-0.9	15.1	-0.8	0.4	-0.8	-1.9	-1.0	-0.8	-1.1
COC(=O)N/N=C(\C)c1ccccc1OC(F)F	1.9	0.1	0.7	13.2	-3.1	0.3	1.9	4.0	-1.1	0.6	0.3
CNC(=O)C(NC(=O)CNC(=O)c1ccc(Cl)cc1)C(C)(C)C (stereo not given)	2.9	-0.5	-0.6	1.4	-2.7	-0.1	3.2	9.8	-1.5	0.1	0.3
CCCCN(CCCC)CCNC(=O)CSCc1ccc(C)cc1	-2.6	-1.7	-1.0	1.9	-2.8	0.2	0.1	1.4	-1.2	0.4	1.8
O=C1N[C@H]2CC=C[C@H]2Nc2ccccc21	3.4	0.8	-0.5	-1.4	3.6	0.5	0.9	5.2	-0.6	0.2	3.5
